From PubChem
GLP1R cytotox: cytotoxic in the GLP-1 receptor inverse agonist counter-screen; HEK293 cAMP-luciferase reporter cells, luminescence, 24 h; Potency, µM (series often up to 38.3 µM), for inactives: at the highest dose activity change, negative = inhibition, usual class: inhibitors; 0.13% of 410,000 active;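 further: loss of luciferase light is scored as toxicity; potency means the concentration at half of the fitted maximal effect; on the % scale 0 is the no-effect control and ±100 the full control effect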
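Compound-treated cells are incubated 24 hr at 37 deg C under 5% CO2 after a 12 hour attachment period, then luciferase detection reagent is added and luminescence is measured following 12 min at room temperature; lowered signal indicates toxicity.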
IL2 activator: IL-2 activation. IL-2 activation reporter assay, cell-based qHTS; stimulated with anti-CD3/CD4/CD28 beads; in transgenic mouse T cells. 0.065% of 360,000 active. activation, % (series mostly up to about 46 µM); in the data active means activation above about 50%; inconclusive means mostly about 30% to 49%; further: 0% is about no effect
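Quantitative HTS in unstimulated transgenic mouse T cells, with memory T cells as non-tolerant control and PMA/ionomycin as tolerance-bypass control. Compound pretreatment lasted 60 minutes before 18 h bead stimulation; EGFP/DsRed fluorescence read.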
PI5P4K alpha inh: PI5P4K alpha (human) kinase inhibition; PI5P4Kalpha enzyme, ADP-Glo luminescence, 60 min; stronger effect = lower value; max response, %; 1.2% of 330,000 active; AID 652105; active means max response of -50% or lower; inconclusive means between -30% and -50%; inactive means -30% or higher; further: value at the top dose of about 77 µM; on the % scale 0 is the no-effect control and ±100 the full control effect
Target sequence (P48426 whole entry, looked up): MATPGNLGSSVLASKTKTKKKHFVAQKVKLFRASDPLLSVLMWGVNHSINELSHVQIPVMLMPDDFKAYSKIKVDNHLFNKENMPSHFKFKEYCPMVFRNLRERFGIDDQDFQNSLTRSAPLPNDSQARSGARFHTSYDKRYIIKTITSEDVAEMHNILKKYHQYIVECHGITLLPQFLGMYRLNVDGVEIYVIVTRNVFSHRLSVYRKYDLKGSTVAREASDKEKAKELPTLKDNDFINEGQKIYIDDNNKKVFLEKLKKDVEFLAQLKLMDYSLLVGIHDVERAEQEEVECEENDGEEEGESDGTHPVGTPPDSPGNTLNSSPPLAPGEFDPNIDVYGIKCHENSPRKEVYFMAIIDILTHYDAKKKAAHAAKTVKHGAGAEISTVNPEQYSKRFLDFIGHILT
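ADP-Glo luminescence end-point read after a 60 min room-temperature kinase reaction of PI5P4Kalpha plus substrate, initiated with ATP at 5 microM final. Buffer: 0.038 M HEPES pH 7.4, EGTA, 0.1% CHAPS, 5% DMSO.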
GLP-1R agonist: agonists of human GLP-1 receptor; P43220; HEK293 GLP-1R CRE-luciferase, luminescence, 4-6 h; cells express a hypersensitive GLP-1R form; Potency, µM (highest dose often 45.6 µM), for the others: top-dose activation, usual class: activators; 0.007% of 380,000 active; AID 624172; further: potency means the concentration at half of the fitted maximal effect; % of control where 0% means no effect
D3 ag: agonists of human D3 dopamine receptor; P35462; AID 652048; D3R DiscoveRx beta-arrestin cells, luminescence, 90 min; 0.58% of 410,000 active; max activation, %; in the data active means max activation above about 30%; further: 0% is about no effect; mostly tested at two doses, the higher about 12 µM
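Agonist-mode cell screen: cells plated at 1500/well and incubated overnight at 37 °C, then exposed to library compounds for 90 min at 37 °C. Detection reagent was added for 30–60 min at room temperature, and luminescence was read.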
D3 antag: blocks the human D3 dopamine receptor; P35462; D3R cells, DiscoveRx beta-arrestin luminescence, antagonist mode; stronger effect = lower value; max response, negative = inhibition, %; 2.5% of 360,000 active; AID 652054; in the data active means max response below about -50%; inconclusive means no clear call, values can overlap the other calls; further: on the % scale 0 is the no-effect control and ±100 the full control effect; mostly tested at two doses, the higher about 12 µM
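Cells expressing the human receptor were seeded at 1500 cells/well, incubated overnight at 37 degrees C in 5% CO2, then exposed to library compounds with dopamine controls for 90 minutes at 37 degrees C before luminescent detection.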
WRN helicase inh: blocks human WRN helicase | AID 651768 | 0.46% of 360,000 active | Potency, µM (series often up to 114 µM), inactives show top-dose activity change, negative = inhibition, usual class: inhibitors | Q14191 | WRN helicase unwinding, fluorescent forked duplex, kinetic; further: potency means the concentration at half of the fitted maximal effect; on the % scale 0 is the no-effect control and ±100 the full control effect; nearly all actives have a fitted effect of over 55% in size
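Screening of the MLSMR collection measured strand separation of a quenched forked DNA duplex (100 nM) by 20 nM WRN with 2 mM ATP, all final. Compounds were preincubated with enzyme 15 min at room temperature.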
GLP-1R inv ag: acts as inverse agonist at human GLP-1 receptor; 1.6% of 410,000 active; Potency, µM (series often up to 38.3 µM), for inactives: at the top dose activity change, negative = inhibition, actives largely listed as inhibitors; P43220; HEK293 GLP-1R CRE-luciferase, luminescence, 24 h; GLP-1R form is constitutively active; further: potency means the concentration at half of the fitted maximal effect; on the % scale 0 is the no-effect control and ±100 the full control effect; nearly all actives have a fitted effect of over 55% in size
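Inverse agonists were sought by their lowering of basal cAMP reporter luciferase output in HEK293 cells stably carrying constitutively active human GLP-1R, after 24 h compound treatment.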
PLK1 PBD block: blocks phosphopeptide binding to human PLK1 polo-box domain | Plk1 PBD binding of FITC phosphopeptide, fluorescence polarization | Potency, µM, for inactives: max response, negative = inhibition, actives largely listed as inhibitors | 2.8% of 360,000 active; further: potency means the concentration at half of the fitted maximal effect; series mostly up to about 57 µM; on the % scale 0 is the no-effect control and ±100 the full control effect; nearly all actives have a fitted effect of over 65% in size
Target sequence (P53350 whole entry, looked up, the tested form may be a part): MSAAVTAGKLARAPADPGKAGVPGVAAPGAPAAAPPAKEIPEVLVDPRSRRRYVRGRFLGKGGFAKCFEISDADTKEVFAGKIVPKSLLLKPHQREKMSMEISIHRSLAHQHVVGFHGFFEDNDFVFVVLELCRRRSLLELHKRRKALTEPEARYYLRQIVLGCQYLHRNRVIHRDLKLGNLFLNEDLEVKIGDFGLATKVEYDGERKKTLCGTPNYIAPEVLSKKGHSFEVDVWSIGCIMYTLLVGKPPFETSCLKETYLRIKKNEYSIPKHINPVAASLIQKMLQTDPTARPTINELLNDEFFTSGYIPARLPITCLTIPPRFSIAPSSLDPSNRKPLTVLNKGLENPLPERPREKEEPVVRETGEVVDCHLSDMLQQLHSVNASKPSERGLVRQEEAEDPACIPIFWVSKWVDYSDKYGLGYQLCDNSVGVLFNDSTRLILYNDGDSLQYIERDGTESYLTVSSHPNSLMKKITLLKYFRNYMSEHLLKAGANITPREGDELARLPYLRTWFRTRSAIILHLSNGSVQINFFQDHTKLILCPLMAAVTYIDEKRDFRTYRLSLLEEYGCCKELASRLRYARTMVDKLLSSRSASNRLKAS
Active calls of the source: *; u = inconclusive; x = not tested or not shown; [ ] = another dose, or the depositor's remark. Unless noted, the call rests on the fitted dose curve; in most records, active means well fitted curve in the direction sought with a large enough effect; inconclusive means small, poorly fitted or top-dose-only effect, or another doubt; inactive means no such curve, though single readings can be large; an effect the other way counts as inactive or inconclusive.

Below each SMILES – GLP1R cytotox	IL2 activator	PI5P4K alpha inh	GLP-1R agonist	D3 ag	D3 antag	WRN helicase inh	GLP-1R inv ag	PLK1 PBD block
- O=C(C1CCC(C(=O)N2CCc3ccccc32)CC1)N1CCc2ccccc21 (stereo not drawn)
→ 74.2%[activator]	-0.3	5.5	-0.6%	-10.1	-59.0*	2.5%	5.4%	-2.2%
- Cc1ccnc(NS(=O)(=O)c2ccc(NS(C)(=O)=O)cc2)n1
→ -21.1%	-0.9	1.1	-3.4%	-9.6	6.2	6.4%	-23.9%	-22.7%
- CCOc1cc2[nH]c(=S)n(Cc3ccc(C)o3)c(=O)c2cc1OCC
→ 17.5%	1.7	x	-12.3%	-5.2	20.0	-3.8%	0.0%	-13.7%
- Cc1ccc(NC(=O)c2ccc(-n3cncn3)c([N+](=O)[O-])c2)cc1
→ -10.5%	-1.0	-1.8	8.8%	1.4	17.5	4.9%	-2.7%	1.8%
- CC(C)c1ccc(OCc2ccc(C(=O)N3CCCC3)o2)cc1
→ 0.2%	0.0	0.9	23.9%	2.7	-8.0	1.1%	u	-17.7%
- CCN(CC)S(=O)(=O)c1ccc(OC)c(NC(=O)c2cc([N+](=O)[O-])ccc2Cl)c1
→ -2.9%	0.9	-1.2	-5.2%	3.5	-11.1	-6.4%	u	u
- O=C(NCc1ccccc1)C1CCC(CNS(=O)(=O)c2cccs2)CC1 (stereo not drawn)
→ -1.4%	-0.9	-0.3	9.6%	3.7	7.1	4.3%	-20.5%	-7.6%
- CCOc1cc(C2NC(=O)NC(C)=C2C(=O)OCC2CCCCC2)ccc1O (stereo not drawn)
→ 4.9%	0.1	2.2	17.3%	0.6	0.9	-1.9%	-7.5%	-2.0%
- O=C(Nc1ccon1)c1sc2ccccc2c1Cl
→ -18.0%	2.9	x	-5.1%	14.9	23.9	2.1%	30.2%[activator]	0.2%
- CCC(C)(C)NC(=O)C(c1ccc(OC)cc1)N(C(=O)CCC(=O)Nc1cc(C)on1)c1ccc2c(c1)OCO2 (stereo not drawn)
→ -9.9%	0.9	3.8	13.8%	-6.5	12.6	-3.0%	-25.1%	3.7%
- CSc1ncccc1C(=O)OCC(=O)NC1CC1
→ -8.7%	-1.0	-3.6	-7.0%	1.8	-4.5	-13.7%	9.1%	-4.3%
- CCc1ccc(OCC(=O)NC(=S)Nc2ccc(C)cc2C)c(Br)c1
→ 9.3%	-0.9	x	-3.4%	-2.2	-12.2	-3.6%[57.1 µM]	12.4%	-7.4%
- N#C/C(=C\c1ccc([N+](=O)[O-])o1)c1nc2ccccc2[nH]1
→ 0.2%	0.2	-15.0	2.3%	45.4*	-28.9	-17.5%	27.8%	-10.6%
- C=CCNC(=O)c1cc(C(=O)C(C)c2ncc(C(F)(F)F)cc2Cl)c[nH]1 (stereo not drawn)
→ -1.4%	-1.3	7.9	8.5%	2.5	5.7	-2.3%	-29.7%	6.0%
- Cc1nc2ccccc2c(=O)n1NC(=O)C1CCC(C(C)(C)C)CC1 (stereo not drawn)
→ 5.1%	-0.1	-2.6	0.9%	6.9	-20.3	12.3%	-25.2%	-17.9%
- CSc1c(CC(=O)Nc2ccccc2)n(C)c2ccccc12
→ -4.9%	0.2	5.0	3.1%	1.7	-4.1	6.6%	u	-7.0%
- Cc1ccc(S(=O)(=O)N2C[C@H]3n4c(=O)ccc(=O)n4C[C@H](OC(=O)Nc4c(C)noc4C)[C@@]3(O)C2)cc1
→ 10.4%	0.4	-4.8	-1.6%	4.2	5.3	-11.2%	-2.6%	-23.4%
- Cc1nc(N2CCOCC2)c2cc(-c3ccccc3)sc2n1
→ 29.3%	0.0	6.3	u	-10.4	-57.0*	-12.3%	u	-13.8%
- CCOc1ccc(C(=O)COC(=O)Cc2n[nH]c(=O)c3ccccc23)cc1
→ -28.6%	1.2	-0.3	19.1%	5.1	17.1	-2.7%	u	-11.8%
- COc1cc(C(=O)N/C(=C/c2ccc(F)cc2)C(=O)NC(C(=O)O)c2ccccc2)cc(OC)c1OC (stereo not drawn)
→ 3.8%	0.1	4.4	-4.3%	-4.6	-0.6	3.4%	1.0%	-12.3%
- FC(F)C(F)(F)Oc1cccc(Nc2nccn3c(-c4ccc5ccccc5c4)cnc23)c1
→ -5.2%	-0.6	11.5	-0.6%	3.1	15.4	-8.9%	11.2µM*	7.7%
- CCc1nnc(NC(=O)CSc2nnc(-c3ccccc3O)n2-c2ccc(C)cc2C)s1
→ u	0.9	-10.6	0.7%	1.6	77.4	-5.3%	u	-9.1%
- Cc1onc(-c2ccccc2Cl)c1C(=O)N1CCc2ccccc21
→ -8.5%	-0.2	0.7	-5.5%	-2.1	u	4.1%	u	-11.2%
- O=C(Nc1ccc(N2CCOCC2)cc1N1CCOCC1)c1ccco1
→ -21.0%	-1.4	-9.4	11.3%	-2.7	5.4	6.7%	40.2%[activator]	26.7µM*
- COc1ccc(-n2c(=S)[nH]c3cc(C(=O)O)ccc3c2=O)cc1
→ -1.5%	-0.5	-7.5	-2.5%	-0.3	-14.3	4.6%	0.3%	-3.6%
- CCOC(=O)CSc1n[nH]c(NC(C)=O)n1
→ -6.0%	1.0	0.0	6.5%	1.5	3.7	-1.8%	9.9%	-2.1%
- Cc1csc(=O)n1CC(=O)Nc1ccc(Cl)cc1F
→ 1.0%	0.4	-6.0	-3.4%	-13.0	-1.6	-5.7%	-18.2%	-4.0%
- CCOc1ccc(C2CC(=O)NC3=C2C(=O)CCC3)cc1 (stereo not drawn)
→ 10.2%	-1.2	-4.7	0.5%	-1.9	21.3	-12.7%[57.1 µM]	5.2%	0.5%
- NC(=O)Nc1ccc(C(=O)OCC(=O)N2CCc3ccccc3C2)cc1
→ -7.8%	-0.6	-11.2	4.4%	3.8	-2.3	-3.7%	-7.4%	-3.2%
- O=C(O)c1cncc(C#CCC2CCCCC2)c1
→ 0.1%	-4.8	-17.1	0.4%	9.7	-1.6	0.4%	4.6%	-5.1%
- FC(F)(F)c1cc(Oc2ccccc2Cl)nc(-c2ccccn2)n1
→ -31.1%	-2.5	1.1	4.4%	1.1	22.5	-0.9%	0.0%	3.8%
- O=C(CSc1ccc(-c2ccc(Cl)cc2)nn1)Nc1ccc2c(c1)OCCO2
→ -7.7%	-3.0	12.0	0.2%	2.2	0.7	-6.6%	16.7%	-4.6%
- CCCCn1c(NC(=O)c2ccc(Br)o2)c(S(=O)(=O)c2ccccc2)c2nc3ccccc3nc21
→ 13.4%	-0.2	x	0.5%	10.8	24.6	-6.0%	0.0%	25.1µM*
- COc1ccc2ccccc2c1CNC(C)CCc1ccccc1 (stereo not drawn)
→ u	-4.2	1.2	27.3%	-15.9	u	4.8%	u	-9.9%
- COc1ccc(OC)c(Nc2nc(C)nc3c2oc2ccccc23)c1
→ 13.5%	-2.5	18.7	4.9%	3.0	83.6	5.5%	18.6%	2.7%
- COCCN(C(=O)CNC(=O)c1ccco1)C(C(=O)NC1CCCC1)c1ccc(OC)c(OC)c1 (stereo not drawn)
→ 3.0%	-0.1	-7.4	5.3%	-0.5	11.2	8.0%	19.2%	-11.9%
- O=C(Nc1ccc2nsnc2c1)N1CCCCCC1
→ 1.3%	0.3	4.8	8.1%	0.8	-14.4	0.6%	3.0%	-2.0%
- CNC(=O)C[C@H]1C(=O)N(c2ccc(OC)cc2)C[C@@H]1C
→ -0.4%	-1.2	-0.2	8.4%	-3.2	-16.3	2.6%	-9.1%	-12.1%
- Cc1ccc(NC(=O)NCCN2CCN(C(=O)Nc3ccc(C)cc3)CC2)cc1
→ -1.9%	2.2	14.9	1.2%	4.5	23.6	-3.3%	-23.7%	-2.2%
- COc1ccc(CN2CC(COCc3ccccc3)Oc3ccccc3S2(=O)=O)cc1 (stereo not drawn)
→ -8.2%	-0.8	3.6	4.0%	40.9*	0.0	4.3%	u	-2.9%
- Cc1ccc(-n2ncc(C(=O)NCC3CCN(C4CCCC4)C3)c2C2CCN(C(=O)OC(C)(C)C)CC2)cc1C (stereo not drawn)
→ u	-2.2	0.1	5.8%	4.3	9.5	4.7%	u	0.3%
- Cc1cc(C)c(S(=O)(=O)NCCCn2ccnc2)cc1C
→ -0.3%	1.9	3.7	7.6%	4.0	-16.6	-28.5%	6.0%	-3.0%
- NC(=O)c1ccc(Cl)c2ccccc12
→ -6.0%	-0.3	-0.3	-0.5%	-8.3	-12.8	-3.4%	3.7%	-0.6%
- COc1cccc(NC2CC(=O)N(CCc3ccccc3)C2=O)c1 (stereo not drawn)
→ -11.8%	0.0	-21.0	5.8%	-8.5	-28.4	-4.5%	-11.3%	-4.4%
- Cc1nc2cc3ccccc3cc2s1
→ -0.8%	-0.7	1.4	20.0%	18.7	7.5	6.4%	22.8%	0.9%
- Cn1c(C(=O)N2CCN(c3cccc(C(F)(F)F)c3)CC2)cc2sccc21
→ 11.0%	-2.8	x	-4.5%	-36.6	7.4	-8.6%	0.0%	-0.2%
- Cc1cccc(S(=O)(=O)N(C)C[C@H]2OCc3cnnn3CCCC(=O)N([C@H](C)CO)C[C@H]2C)c1
→ 1.8%	-2.4	5.1	2.7%	4.3	8.1	-3.7%	18.6%	2.9%
- CCCNc1nc2c(c(=O)[nH]c(=O)n2C)n1Cc1cccc(Br)c1
→ -5.5%	0.6	-2.2	19.4%	-3.8	-5.3	-0.1%	23.2%	-7.9%
